M5 PAM: human M5 muscarinic receptor positive allosteric modulators, primary screen, CHO-K1 cells, Fluo-8 calcium fluorescence; Muscarinic acetylcholine receptor M5 (Homo sapiens), P08912; CHO-K1 hM5, ACh EC20 PAM; 0% = ACh EC20, 100% = ACh EC100; activation, % at 3 µM; actives 0.3% (n = 360,000);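 active = activation above the run cutoff, the mean activation of all test compounds plus 3 SD, cut at about 18% in these data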
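Test system: CHO-K1 hM5 cells / Doses: single-point, 3 µM nominal / Times: Post-acetylcholine fluorescence recording 140 s / Technique: Fluo-8 calcium fluorescence / Measure: Max/basal fluorescence ratio as % of EC20–EC100 ACh window / Benchmarks: low control EC20 acetylcholine (0%), high control EC100 acetylcholine (100%) / Replicates: one well per compound, no replicates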
M1 PAM: human M1 muscarinic receptor positive allosteric modulators, primary screen, CHO-K1 cells, Fluo-8 calcium fluorescence, 1536-well; actives 0.088% (n = 360,000); Muscarinic acetylcholine receptor M1 (Homo sapiens), P11229; activation, % at 3 µM; CHO-K1 hM1, ACh EC20; 0% = ACh EC20, 100% = maximal ACh; in the data active = activation above about 19%, passing the limit was not always enough
Target sequence (P11229 whole entry, looked up): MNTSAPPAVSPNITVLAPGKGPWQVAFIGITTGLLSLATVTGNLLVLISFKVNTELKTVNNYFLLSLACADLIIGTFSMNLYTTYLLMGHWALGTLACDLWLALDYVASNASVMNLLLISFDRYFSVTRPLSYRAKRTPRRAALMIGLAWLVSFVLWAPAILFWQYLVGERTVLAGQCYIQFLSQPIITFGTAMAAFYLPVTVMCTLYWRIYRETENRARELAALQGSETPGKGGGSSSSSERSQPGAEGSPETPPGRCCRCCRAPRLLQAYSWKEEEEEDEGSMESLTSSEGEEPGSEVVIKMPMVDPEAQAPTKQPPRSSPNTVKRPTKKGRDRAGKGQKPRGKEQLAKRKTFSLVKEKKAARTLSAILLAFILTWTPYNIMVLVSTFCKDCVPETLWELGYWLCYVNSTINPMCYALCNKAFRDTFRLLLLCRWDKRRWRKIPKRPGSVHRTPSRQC
CRFR2-BP ag: agonists of CRF-BP/CRF-R2 complex, primary screen, cell-based, HEK293, calcium dye fluorescence, uHTS; calcium dye fluorescence (FLIPR); percent of saturating CRF peptide response; AID 588473, 2011; activation, % at 13.2 µM; CRF-binding protein / CRF receptor 2 complex (human); actives 0.46% (n = 350,000);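 active = activation of at least 50%, plus an integration ratio under a set limit after plate pattern correction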;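 note: plate controls were neutral control wells without compound for no effect and CRF at EC100 for full effect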
CHRM4 antagonist: human M4 muscarinic receptor antagonists, primary screen, CHO cells, Fluo-8 calcium fluorescence; Muscarinic acetylcholine receptor M4 (Homo sapiens), P08173; inhibition, % at 3 µM; actives 0.73% (n = 360,000); CHO-hM4 cells, ACh EC80;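 active = inhibition above its plate's cutoff, the mean inhibition of sample wells plus 3 SD, cut at about 27% in these data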;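 note: 0% = acetylcholine EC80 with DMSO and 100% = DMSO without agonist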
Target sequence (P08173 whole entry, looked up): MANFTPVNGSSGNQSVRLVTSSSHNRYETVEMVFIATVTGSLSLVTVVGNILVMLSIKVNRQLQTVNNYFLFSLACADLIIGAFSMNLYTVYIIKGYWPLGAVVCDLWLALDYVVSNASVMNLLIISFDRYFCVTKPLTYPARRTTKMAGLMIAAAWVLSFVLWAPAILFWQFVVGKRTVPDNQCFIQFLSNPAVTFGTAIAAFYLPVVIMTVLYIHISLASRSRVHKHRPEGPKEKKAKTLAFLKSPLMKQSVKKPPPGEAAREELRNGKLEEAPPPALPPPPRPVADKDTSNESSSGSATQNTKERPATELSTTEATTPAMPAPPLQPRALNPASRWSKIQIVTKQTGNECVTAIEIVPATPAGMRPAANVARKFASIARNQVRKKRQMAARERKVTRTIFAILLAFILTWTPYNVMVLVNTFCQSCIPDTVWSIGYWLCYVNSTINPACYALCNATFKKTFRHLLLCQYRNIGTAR
M5 ag: human M5 muscarinic receptor agonists, primary screen, CHO-K1 cells, Fluo-8 calcium fluorescence; CHO-K1 hM5 cells; 0% DMSO wells, 100% maximal acetylcholine response; activation, % at 3 µM; actives 0.19% (n = 360,000);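 active = activation above the run's mean over test compounds plus 3 SD, cut at about 23% in these data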;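 note: signal is peak over basal fluorescence ratio across the kinetic read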
CHRM4 PAM: human M4 muscarinic receptor positive allosteric modulators, primary screen, CHO-K1 cells, Fluo-8 calcium fluorescence. CHO-K1 hM4/Gqi5, ACh EC20; 0% = ACh EC20, 100% = maximal ACh. actives 0.4% (n = 360,000). activation, % at 3 µM. Muscarinic acetylcholine receptor M4 (Homo sapiens), P08173;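 active = activation above its plate's cutoff, the mean activation of sample wells plus 3 SD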; note: some results filed as inactive read as strong as hits
CHRM4 agonist: human M4 muscarinic receptor agonists, primary screen, CHO-K1 cells, Fluo-8 calcium fluorescence; actives 0.14% (n = 360,000); CHO-K1 hM4/Gqi5; vehicle 0%, full acetylcholine response 100%; activation, % at 3 µM; Muscarinic acetylcholine receptor M4 (Homo sapiens), P08173; AID 624127, 2012;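 active = activation above the run mean over all test wells plus 3 SD, cut at about 32% in these data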;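 note: peak over basal fluorescence ratio per well then scaled between controls; 0% = DMSO wells and 100% = acetylcholine at EC100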
CHRM5 antagonist: human M5 muscarinic receptor antagonists, primary screen, CHO cells, Fluo-8 calcium fluorescence; Muscarinic acetylcholine receptor M5 (Homo sapiens), P08912; CHO-hM5 cells, ACh EC80; inhibition, % at 3 µM; actives 0.59% (n = 360,000); AID 624040, 2012;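 active = inhibition above a per-plate cutoff, the mean of that plate's test compounds plus 3 SD, cut at about 27% in these data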;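 note: 0% = acetylcholine EC80 with DMSO and 100% = DMSO without agonist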
CHRM1 antagonist: human M1 muscarinic receptor antagonists, primary screen, CHO-K1 cells, Fluo-8 calcium fluorescence, 1536-well | inhibition, % at 3 µM | actives 1.3% (n = 360,000) | CHO-K1 hM1, ACh EC80 antagonist;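 active = percent inhibition above its own plate's cutoff, namely the mean of that plate's compound wells plus 3 SD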;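 note: peak over basal fluorescence ratio during 140 s after agonist addition; 0% = ACh EC80 plus DMSO and 100% = DMSO alone without agonist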
Active calls of the source: *; nt = not tested or not shown; & = joins results of further samples.

SMILES	M5 PAM	M1 PAM	CRFR2-BP ag	CHRM4 antagonist	M5 ag	CHRM4 PAM	CHRM4 agonist	CHRM5 antagonist	CHRM1 antagonist
CC(=O)c1ccc(NC(=O)NNS(=O)(=O)c2ccc([N+](=O)[O-])cc2)cc1	-1	14	-1.6	-9	-1	11	0	5	-8
C/C(N)=C(/C#N)C(=O)CSc1nc(C2CCCCC2)n(-c2ccccc2)n1	-8&-3	2&4	-1.7&0.8	-6&-1	1&-1	-1&7	4&1	1&-3	-4&-1
CC1(c2ccccc2)NC(=O)N(CC(=O)Nc2ccc(S(=O)(=O)Nc3ncccn3)cc2)C1=O (stereo unspecified)	8	7	4.9	-2	-5	5	0	-6	-9
Cc1cccc(NC(=O)c2cnn(-c3ccccc3)c2C)c1C	6	12	0.1	-1	6	3	2	4	-12
Cn1c(=O)c2cc(S(=O)(=O)NCCC(=O)NC3CCCCCC3)ccc2n(C)c1=O	1	3	0.2	0	0	-3	2	-7	-11
Cc1ccccc1OCC(=O)NCC(=O)OCC(=O)c1ccc2ccccc2c1	-2	1	4.4	-5	1	3	-1	-5	-3
C#CCn1c(S(=O)(=O)Cc2ccc(OC)cc2)nc(-c2ccccc2)c1-c1ccccc1	0	6	-1.6	-12	-4	2	-1	-5	-2
Cc1c2cnn(-c3ccccc3)c(=O)c2c(C)n1CCCC(=O)N1CCN(C2CCCCC2)CC1	-3	-11	1.7	3	-4	-9	1	9	29
COc1ccc(S(=O)(=O)N(C)C)cc1NC(=O)COc1ccc2c(c1)CCC2	0	-5	-0.5	2	4	0	3	-3	-7
CC1CCCCN1CCNC(=O)Cn1nc(-c2ccccc2)ccc1=O (stereo unspecified)	4	11	1.2	-7	-2	0	0	-9	-17
CN(C)CCNc1ccc(CO)c2oc3ccc(O)cc3c(=O)c12	-4	8	-2.2	-8	2	2	0	4	-19
CS(=O)(=O)NCCSc1cc(C(F)(F)F)nc2ccccc12	4	9	-0.8	-7	-1	1	2	9	-13
CCCCCNC(=O)C(c1ccc(OC)cc1)n1c(=O)c(-c2ccccc2)nc2ccccc21 (stereo unspecified)	-3	nt	nt	-4	2	0	6	10	nt
O=C1CC(N2CCN(c3ccc(F)cc3)CC2)C(=O)N1Cc1ccc(N2CCCC2=O)cc1 (stereo unspecified)	-5	2	-1.0	3	2	2	9	2	0
CCc1ccc(N/C(SCc2ccccc2C)=C(/C#N)C(=O)NCc2ccco2)cc1	-4	6	3.2	-1	2	-6	1	-1	-6
CCn1c(C)nc2cc(C(=O)NNS(=O)(=O)c3c(C)c(C)cc(C)c3C)ccc21	4	9	0.8	7	-1	-9	2	-4	-8
COc1ccc2c(c1)c(N=O)c(O)n2C	0	-3	-3.9	-1	0	7	0	0	-9
CCOc1ccc(CNC(=O)CCC(=O)N2Cc3cccc(OC)c3Oc3ncccc32)cc1	-10	0	-0.9	5	-4	-2	0	20	3
O=c1c2ccccc2nc(-c2ccco2)n1CCc1ccc(O)cc1	-9	1	0.3	-7	3	-7	18	8	1
CCc1nc2scc(-c3ccc(C)cc3)c2c(=O)n1N	6	0	-2.6	2	1	-2	1	1	5
Cc1ccc(S(=O)(=O)N2C(c3ccc(Cl)c(Cl)c3)CC=C(C(=O)O)C2c2ccc(Cl)cc2)cc1 (stereo unspecified)	12	nt	nt	5	0	2	13	-15	nt
CCc1nc(-c2cc3ccc(C)cc3[nH]c2=O)no1	1	4	1.3	11	-1	0	0	0	4
O=C(NNS(=O)(=O)c1ccc(Br)cc1)C1CCCCC1	-1	1	1.6	-4	-2	-4	1	0	0
Cc1cccc(-n2nnnc2SCC(=O)NCC2CCCO2)c1 (stereo unspecified)	4	5	8.0	23	-4	5	0	11	-9
COCCN(Cc1cc2ccc(C)cc2[nH]c1=O)S(=O)(=O)c1ccccc1	-5	5	2.4	9	1	-3	4	9	-1
CC(=O)c1ccc(OC2OCCOC2Oc2ccc(C(C)=O)cc2)cc1 (stereo unspecified)	-11	4	-1.1	-4	-2	0	3	9	-10
CCCn1c(SCC(=O)NC2CCCC2)nc2c1c(=O)n(C)c(=O)n2C	5	18	1.0	-12	-3	6	1	-12	-1
O=C(Nc1ccc([N+](=O)[O-])cn1)c1cc(-c2cccc(Br)c2)nc2ccccc12	-6	-5	2.1	-2	0	-4	0	-4	11
O=C(Cn1cnc2c(NCc3ccccc3)ncnc21)N1CCN(c2ccccn2)CC1	-1	6	-1.7	1	2	2	1	0	-5
CCOC(=O)c1ccc2nc(C)c(C)nc2c1	-6	13	-1.3	1	-2	15	0	8	-8
CCOC(=O)c1[nH]cnc1C(=O)Nc1ccccc1	4	8	0.1	6	0	6	1	-12	1
COc1ccc(CC(=O)NC2CCN(Cc3nnnn3C(C)(C)C)CC2)cc1OC	6	12	-0.9	-2	0	-4	0	-7	-9
O=C(N/N=C/C(Cl)=C/c1ccccc1)c1ccncc1	-5	-1	-0.6	10	-1	-6	2	2	4
COc1cccc(NC(=O)C(Sc2nnc3ccccn23)c2ccccc2)c1 (stereo unspecified)	-2	2	-0.2	12	1	-4	1	6	-8
CC(C)(C)C(=O)C(CO)(Oc1ccc(Cl)cc1)n1cncn1 (stereo unspecified)	3	-3	-0.5	9	-4	8	1	-2	7
CCCC1C2C(=O)N(c3ccccc3)C(=O)C2ON1c1ccccc1 (stereo unspecified)	7	5	1.1	1	-2	-2	0	-2	-12
O=C(C(c1ccccc1)c1ccccc1)N1CCN(Cc2ccco2)CC1	-2	9	-0.7	-5	-2	8	6	8	-8
Cc1c([N+](=O)[O-])cc(C(=O)N2CCOCC2)cc1[N+](=O)[O-]	3	-3	0.3	1	-1	10	0	-7	2
CN(C)CCCN(C(=O)c1ccc2c(c1)CCCC2)c1nc2c(F)cccc2s1	-15	-5	-0.3	13	-5	10	8	6	0
O=C(Nc1ccccc1Cl)c1cc(C2CCCCN2S(=O)(=O)c2ccc(F)cc2F)on1 (stereo unspecified)	0	3	nt	-5	-1	-7	0	-9	-22
CC1(c2ccc3c(c2)OCCCO3)NC(=O)N(CC(=O)NCCc2ccc(F)cc2)C1=O (stereo unspecified)	-2	8	-0.4	-8	2	4	4	5	-18
Cc1nn(-c2cccc(C(F)(F)F)c2)c(=O)c2noc(C)c12	0	-1	-1.2	0	-2	0	0	4	7
O=C(Nc1ccc(F)cc1)C(=O)C1C(=O)Nc2ccccc21 (stereo unspecified)	3	7	-4.8	10	1	-8	1	-7	-8
Cc1cc(C)n2nc(C(=O)Nc3ccc(S(=O)(=O)N4CCCC4)cc3)nc2n1	9	0	-2.4	0	-4	0	0	-2	-14
COc1ccccc1C/C(N)=N/OC(=O)c1ccc(C)c([N+](=O)[O-])c1	-1	-6	0.8	-10	0	8	-1	2	9
O=C(Nc1ccc(N2CCOCC2)cc1)c1cc(-n2cnnc2)ccc1Cl	-3	2	0.4	6	1	-3	1	12	-5
O=C(Cn1c(NCCCO)nc2ccccc21)c1ccco1	-4	6	0.0	-4	3	9	0	-4	-20
O=C(NC1CCCCC1)C(c1ccncc1)N(C(=O)c1csnn1)c1ccccc1F (stereo unspecified)	9	18	-0.6	-2	2	7	3	6	-13
CCC(=O)NC(Cc1ccccc1)c1ccc2c(c1)OCCCO2 (stereo unspecified)	7	12	-0.1	10	-1	-2	0	-2	-5
COc1ccc(CNC(=O)CN(c2ccc(OC)c(Cl)c2)S(=O)(=O)c2ccc(C)cc2)cc1	-11	11	13	-10	-2	-5	8	21	-12
CCCSc1nsc(NC(=O)CC)n1	-9	0	-1.2	10	-2	-4	1	12	5
O=C(c1ccccc1)N1CCCC(C(=O)N2CCCCC2)C1 (stereo unspecified)	2	5	0.1	3	-4	5	0	-2	-7
Cc1ccc(CNC(=O)Cn2nnc(C(=O)Nc3cccc(C)c3C)c2N)cc1	-1	0	0.7	0	-1	2	2	1	3
COc1cc2ccccc2cc1C(=O)N1CCN(C)CC1	-1	1	-0.8	-3	-1	-5	1	1	-7

Six of the entries above in order of the M5 PAM value, low to high.
SMILES	M5 PAM	M1 PAM	CRFR2-BP ag	CHRM4 antagonist	M5 ag	CHRM4 PAM	CHRM4 agonist	CHRM5 antagonist	CHRM1 antagonist
CCCSc1nsc(NC(=O)CC)n1	-9	0	-1.2	10	-2	-4	1	12	5
O=C(Cn1c(NCCCO)nc2ccccc21)c1ccco1	-4	6	0.0	-4	3	9	0	-4	-20
Cc1ccc(CNC(=O)Cn2nnc(C(=O)Nc3cccc(C)c3C)c2N)cc1	-1	0	0.7	0	-1	2	2	1	3
O=C(c1ccccc1)N1CCCC(C(=O)N2CCCCC2)C1 (stereo unspecified)	2	5	0.1	3	-4	5	0	-2	-7
CCC(=O)NC(Cc1ccccc1)c1ccc2c(c1)OCCCO2 (stereo unspecified)	7	12	-0.1	10	-1	-2	0	-2	-5
O=C(NC1CCCCC1)C(c1ccncc1)N(C(=O)c1csnn1)c1ccccc1F (stereo unspecified)	9	18	-0.6	-2	2	7	3	6	-13

Compound profiles, from the list above. Order of screens: M5 PAM | M1 PAM | CRFR2-BP ag | CHRM4 antagonist | M5 ag | CHRM4 PAM | CHRM4 agonist | CHRM5 antagonist | CHRM1 antagonist
Results for O=C(Nc1ccc(N2CCOCC2)cc1)c1cc(-n2cnnc2)ccc1Cl : -3 | 2 | 0.4 | 6 | 1 | -3 | 1 | 12 | -5
Results for O=C(c1ccccc1)N1CCCC(C(=O)N2CCCCC2)C1 (stereo unspecified) : 2 | 5 | 0.1 | 3 | -4 | 5 | 0 | -2 | -7
Results for Cc1ccc(CNC(=O)Cn2nnc(C(=O)Nc3cccc(C)c3C)c2N)cc1 : -1 | 0 | 0.7 | 0 | -1 | 2 | 2 | 1 | 3
Results for O=C(NC1CCCCC1)C(c1ccncc1)N(C(=O)c1csnn1)c1ccccc1F (stereo unspecified) : 9 | 18 | -0.6 | -2 | 2 | 7 | 3 | 6 | -13
Results for COc1cc2ccccc2cc1C(=O)N1CCN(C)CC1 : -1 | 1 | -0.8 | -3 | -1 | -5 | 1 | 1 | -7
